# beta cell repl = inducers of MIN6 beta-cell proliferation, primary screen, ATP luminescence, uHTS | proliferation, % at 10 µM | 330,000 compounds, 0.29% hits | MIN6 cells proliferation, ATPlite luminescence, 48 h; cells starved in 0.2% serum; 100% = growth in 10% serum | AID 2380, 2010;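 active means compounds whose signal lies at least 3.5 SD above the mean of all wells on their plate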;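 further: 0% = DMSO-treated cells in low-serum medium and 100% = 10% serum control; some compounds called inactive have numbers as strong as hits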
# hIAP act = human IAP activators, primary screen, biochemical, luminescence, uHTS. purified human IAP, CDP-Star luminescence, 30 min; stronger effect = higher value; 1 = vehicle-only enzyme, 0 = enzyme-free background. activation factor at 10 µM. AID 2524, 2010. Intestinal-type alkaline phosphatase (Homo sapiens), P09923. 330,000 compounds, 0.16% hits;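 active means activation factor of the enzyme at least 2-fold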; further: the source names both 10 and 20 µM as test concentration; values of inactives mirror those of a sister screen read the other way
# Target sequence (P09923 whole entry, looked up): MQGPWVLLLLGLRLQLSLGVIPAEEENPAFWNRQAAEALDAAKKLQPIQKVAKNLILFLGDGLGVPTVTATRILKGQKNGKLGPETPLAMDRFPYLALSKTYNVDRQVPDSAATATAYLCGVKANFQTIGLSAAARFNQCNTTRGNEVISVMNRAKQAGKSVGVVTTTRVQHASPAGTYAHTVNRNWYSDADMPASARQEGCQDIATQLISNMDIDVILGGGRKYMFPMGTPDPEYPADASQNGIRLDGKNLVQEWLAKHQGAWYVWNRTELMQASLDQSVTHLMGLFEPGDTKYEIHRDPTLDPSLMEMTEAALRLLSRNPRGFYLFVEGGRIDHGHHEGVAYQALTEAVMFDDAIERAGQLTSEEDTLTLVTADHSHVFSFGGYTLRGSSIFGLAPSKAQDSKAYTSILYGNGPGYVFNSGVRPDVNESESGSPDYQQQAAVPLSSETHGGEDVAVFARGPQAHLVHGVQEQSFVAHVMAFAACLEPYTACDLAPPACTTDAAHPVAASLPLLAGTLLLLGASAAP
# mIAP act = activators of mouse IAP, primary screen, biochemical, luminescence, uHTS; muIAP, CDP-Star luminescence, 30 min; stronger effect = higher value; 1 = vehicle-only enzyme signal, 0 = enzyme-free wells; activation factor at 10 µM; 330,000 compounds, 0.24% hits;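 active means activation factor of at least 2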; further: the source names both 10 and 20 µM as test concentration; values of inactives mirror those of a sister screen read the other way
#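 Assay system: mouse IAP enzyme / Compound: DMSO-dissolved test compounds / Timing: 30 min, room temperature / Measured by: luminescence from enzymatic CDP-Star hydrolysis / Control set: DMSO-only wells, enzyme-free buffer wells as negative control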
# GRIN3A LBD mod = binders of NR3A ligand-binding domain, primary screen, biophysical, differential scanning fluorimetry, uHTS. Glutamate receptor ionotropic, NMDA 3A (GRIN3A) ligand-binding domain. 340,000 compounds, 2.5% hits. NR3A LBD differential scanning fluorimetry, Tm shift; 0% = protein alone, 100% = glycine-bound protein. Tm shift relative to glycine control, % at 25 µM;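 active means melting temperature shift of at least 10% of the positive control shift, at one fixed dose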
# mIAP inh = inhibitors of mouse IAP, primary screen, biochemical, luminescence, uHTS. 330,000 compounds, 0.2% hits. purified mouse IAP, CDP-Star luminescence, 30 min. intestinal alkaline phosphatase [Mus musculus]. inhibition, % at 10 µM;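 active means inhibition of at least 40% at 10 µM in the primary screen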;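 further: plate controls were DMSO with enzyme for no effect and no enzyme wells for full effect; values of inactives mirror those of a sister screen read the other way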
# MPTP inh = mitochondrial permeability transition pore inhibitors, primary screen, biochemical, isolated mouse mitochondria, absorbance. Ca2+ swelling absorbance, 30 min. 360,000 compounds, 1.4% hits. inhibition, % at 10 µM;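 active means inhibition of 50% or more, scaled per plate between neutral and stimulator controls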;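 further: 0% = DMSO wells given calcium and 100% = 1 mM EGTA wells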
# APOBEC3G inh = APOBEC3G DNA deaminase inhibitors, primary screen, biochemical, fluorescence, single-stranded DNA substrate, uHTS. DNA dC->dU-editing enzyme APOBEC-3G (Homo sapiens), Q9HC16. recombinant A3G, ssDNA deamination FAM/TAMRA fluorescence. inhibition, % at 20 µM. 330,000 compounds, 0.28% hits. AID 493012, 2011;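 active means inhibition of at least 40% at 20 µM, with no more than 30% in the related APOBEC3A deaminase screen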;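 further: plate controls were DMSO wells with A3G for no effect and wells lacking A3G enzyme for full effect; some compounds called inactive have numbers as strong as hits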
# Target sequence (Q9HC16 whole entry, looked up): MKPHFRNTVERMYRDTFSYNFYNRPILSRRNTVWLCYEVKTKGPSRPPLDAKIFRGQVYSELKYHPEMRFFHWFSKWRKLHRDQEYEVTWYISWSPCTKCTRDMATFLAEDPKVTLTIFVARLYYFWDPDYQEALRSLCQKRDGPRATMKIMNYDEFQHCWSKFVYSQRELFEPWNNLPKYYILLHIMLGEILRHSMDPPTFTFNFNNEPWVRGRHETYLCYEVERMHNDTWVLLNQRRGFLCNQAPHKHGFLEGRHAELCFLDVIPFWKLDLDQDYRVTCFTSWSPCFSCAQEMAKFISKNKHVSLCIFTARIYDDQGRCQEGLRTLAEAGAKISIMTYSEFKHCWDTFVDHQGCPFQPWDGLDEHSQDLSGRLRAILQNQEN
# hIAP block = human IAP inhibitors, primary screen, biochemical, luminescence, uHTS; Intestinal-type alkaline phosphatase (Homo sapiens), P09923; 330,000 compounds, 0.12% hits; purified IAP, CDP-Star luminescence, 30 min; inhibition, % at 10 µM;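 active means inhibition reaching a set limit with compound at 10 µM in the primary screen, cut at about 35% in these data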;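 further: plate controls were DMSO wells with enzyme for no effect and no-enzyme buffer wells for full effect; values of inactives mirror those of a sister screen read the other way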
# A3A deaminase = APOBEC3A ssDNA deaminase inhibitors, primary screen, selectivity assay for APOBEC3G inhibitor project, biochemical, FAM/TAMRA oligo cleavage fluorescence; DNA dC->dU-editing enzyme APOBEC-3A (Homo sapiens), P31941; recombinant A3A, FAM/TAMRA ssDNA deamination fluorescence; inhibition, % at 20 µM; 330,000 compounds, 0.41% hits; AID 493011, 2011;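 active means at least 40% inhibition at 20 µM here, with at most 30% in a related deaminase screen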;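 further: plate controls were A3A with DMSO for no effect and wells lacking A3A enzyme for full effect; some results filed as inactive read as strong as hits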
# Target sequence (P31941 whole entry, looked up): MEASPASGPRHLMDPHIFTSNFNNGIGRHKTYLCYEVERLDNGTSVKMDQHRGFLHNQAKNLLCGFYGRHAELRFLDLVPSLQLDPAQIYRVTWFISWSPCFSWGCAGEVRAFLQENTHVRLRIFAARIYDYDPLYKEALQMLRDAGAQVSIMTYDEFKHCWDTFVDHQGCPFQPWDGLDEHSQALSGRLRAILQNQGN
# * = called active by the depositor.
molecule,hIAP block,MPTP inh,hIAP act,beta cell repl,mIAP act,APOBEC3G inh,A3A deaminase,mIAP inh,GRIN3A LBD mod
COC(=O)C(C)Sc1nnc(SC(C)C(=O)OC)s1 (stereo not given),-6,0.4,1.1,-2,1,-4,-2,-2,0
CC(=O)Nc1cc(C(=O)O)ccc1S(=O)(=O)c1ccc(Cl)cc1,23,-3.2,0.77,0,0.96,-3,0,4,2
COc1ccc(NC(=S)NCCc2c[nH]c3ccccc23)cc1,5,1.6,0.95,-4,1.2,-7,1,-23,26*
CC1Cc2cc(/C(O)=C3/C(=O)C(=O)N(CCCn4ccnc4)C3c3ccc(F)cc3)ccc2O1 (stereo not given),26,-2.6,0.74,0,0.97,3,-10,3,-1
FC(F)(F)c1cnc(NNC(=S)Nc2ccccc2Cl)c(Cl)c1,17,55*,0.83,0,0.93,-4,-2,7,9
O=C(COC(=O)c1cccnc1Cl)NCc1ccc(F)cc1,-5,-1.7,1.1,1,0.89,-6,-1,11,-1
Cc1cc(C(=O)NNC(=O)c2ccc(C(F)(F)F)cc2)no1,-10,13,1.1,-2,0.87,-6,-3,13,0
COC(=O)COc1ccc(S(=O)(=O)NCCC2=CCCCC2)cc1Cl,1,-1.9,0.99,-5,0.98,-6,1,2,-10
Cc1cccc(NC(=S)NC(=O)c2ccco2)n1,8,2.7,0.93,-1,1,-8,-5,-4,-1
NC(=O)c1ccc(NC(=O)c2ccc(COc3ccccc3Br)cc2)cc1,11,0.0,0.89,-1,1,9,-2,-1,22*
O=C(Nc1ccccc1Oc1ccccc1)c1cc([N+](=O)[O-])ccc1Cl,10,1.3,0.9,0,0.85,0,2,15,7
Cc1ccc(N2CC(C(=O)Nc3cccc(F)c3)CC2=O)cc1 (stereo not given),5,-0.1,0.95,-3,1.1,-6,-1,-7,-1

# The final two records of the section above open the next one:
molecule,hIAP block,MPTP inh,hIAP act,beta cell repl,mIAP act,APOBEC3G inh,A3A deaminase,mIAP inh,GRIN3A LBD mod
O=C(Nc1ccccc1Oc1ccccc1)c1cc([N+](=O)[O-])ccc1Cl,10,1.3,0.9,0,0.85,0,2,15,7
Cc1ccc(N2CC(C(=O)Nc3cccc(F)c3)CC2=O)cc1 (stereo not given),5,-0.1,0.95,-3,1.1,-6,-1,-7,-1
O=C(CN1CCc2ccccc2C1)Nc1ccccc1C(F)(F)F,-9,1.5,1.1,0,1,-5,-4,0,2
O=C1CCCC/C=C\C[C@H](CC(=O)N(CCO)Cc2ccccc2)C(=O)N[C@@H](Cc2ccccc2)CO1,-7,0.6,1.1,-3,0.95,-8,-3,5,-2
N#C/C(C(N)=O)=C1/SC(Cc2ccc(F)cc2)C(=O)N1c1ccccc1 (stereo not given),-14,3.5,1.1,-2,1.1,-1,-2,-10,0
CCCOP(=O)(OCCC)C(Nc1ccc(C(=O)O)cc1)c1ccccc1 (stereo not given),-2,2.3,1,1,0.94,-7,-1,6,-8
CCC(=O)Nc1ccc(-c2csc(NNC(C)=O)n2)cc1,6,0.6,0.94,1,0.92,-4,1,8,-2
COc1ccc(CC(=O)OCC(=O)Nc2ccc(OC(F)F)cc2)cc1OC,1,-1.0,0.99,0,1,-3,0,-4,0
COc1ccc(S(=O)(=O)Nc2ccc(C)cn2)cc1,0,2.3,1,-2,1.1,-5,-5,-5,5
CSCCC(NC(=O)c1ccccc1)C(=O)NCc1ccc(S(N)(=O)=O)cc1 (stereo not given),1,-0.5,0.99,-2,0.97,0,-1,3,2
CCOC(=O)N1CCN(C(=O)CSc2nc3nc(C)cc(C)n3n2)CC1,5,-0.8,0.95,1,1.1,-7,-4,-7,-1
C=CCOc1cccc(/C=C/c2nc3ccccc3c(=O)[nH]2)c1,-8,-0.1,1.1,-6,0.99,-6,1,1,0
CN(C(=O)c1ccccc1F)C(c1ccccc1)c1ccccc1,16,-1.1,0.84,-1,0.98,-10,-3,2,-6
CC(C)c1ccc(NC2CCCN(C(=O)CC3CCCC3)C2)cc1 (stereo not given),-28,-0.3,1.3,-5,1,-11,-18,-2,-1

molecule,hIAP block,MPTP inh,hIAP act,beta cell repl,mIAP act,APOBEC3G inh,A3A deaminase,mIAP inh,GRIN3A LBD mod
Cc1cc(Cl)ccc1C(=O)C1CCCN(C(=O)c2n[nH]c3c2CCCC3)C1 (stereo not given),-32,-1.5,1.3,0,0.91,-3,-1,9,-1
Cc1ccc(C(=O)Oc2cccc(NC(=O)c3ccccc3)c2)cc1C,-8,-0.6,1.1,-6,1.2,-7,-2,-17,2
CCc1ccc(N2CC(C(=O)OCc3nc4ccsc4c(=O)[nH]3)CC2=O)cc1 (stereo not given),3,1.1,0.97,4,0.71,4,7,28,0
COc1ccc(C2NC(=O)C(=O)/C2=C(\O)c2ccc(Cl)cc2)cc1OC (stereo not given),8,0.9,0.92,1,1,-4,0,-3,6
COc1ccc(C(=O)Nc2ccc(S(=O)(=O)N3CCCCC3)cc2)cc1,-18,-0.1,1.2,-2,1.2,-4,-5,-23,24*
Cn1c(Cc2cccs2)nnc1SC/C=C/c1ccccc1,13,-1.1,0.87,-3,0.9,-7,-5,10,2
COC(=O)c1cc(OC)c(OC)cc1NC(=O)Cc1cccs1,10,-0.7,0.9,6,0.97,-11,0,3,1
COc1ccc(/C=N/N(c2ccccc2)c2ccccc2)cc1O,0,2.8,1,-7,0.9,-6,-3,10,-1
COc1ccc(-n2nc(C(=O)NCC(=O)Nc3cc(OC)c(OC)c(OC)c3)c3ccccc3c2=O)cc1OC,7,-0.3,0.93,0,0.98,-10,-3,2,-5
CC1CCN(S(=O)(=O)c2cccc(-c3cn4cc(Cl)ccc4n3)c2)CC1,-2,1.0,1,-6,0.97,-3,-2,3,-8
CCOC(=O)c1nnn(-c2nonc2N)c1-c1ccc(OC)cc1,10,0.1,0.9,0,1.1,-9,-3,-7,-4
CC(NC(=O)/C=C/c1ccccc1[N+](=O)[O-])C1CC2CCC1C2 (stereo not given),10,0.6,0.9,-3,0.92,2,1,8,-2

molecule,hIAP block,MPTP inh,hIAP act,beta cell repl,mIAP act,APOBEC3G inh,A3A deaminase,mIAP inh,GRIN3A LBD mod
O=C(CC1SC(N2CCCC2)=NC1=O)Nc1ccc(C(=O)N2CCCC(C(F)(F)F)C2)cc1 (stereo not given),-1,-0.9,1,-2,1.1,6,3,-12,-2
O=C1C2CCCN2C(=O)N1CCCCN1CCN(c2cccc(C(F)(F)F)c2)CC1 (stereo not given),15,-1.1,0.85,1,0.94,-2,1,6,2
CCc1ccc(NC(=O)CSc2nnc(CNC(=O)c3ccc(OC)cc3)o2)cc1,-8,-1.2,1.1,0,0.97,-7,-6,3,-2
COc1ccc(C)cc1Nc1n[n+](C)c(-c2ccc(O)cc2O)s1,9,0.0,0.91,-1,0.96,-7,-2,4,-1
CCOCCCNC(=S)N(Cc1ccco1)Cc1cc2cc3c(cc2[nH]c1=O)OCCO3,-13,-0.6,1.1,-1,0.91,-6,-1,9,-2
O=C(c1ccc(F)cc1)C1CCN(C(=O)NC2CCCCC2)CC1,9,-0.4,0.91,-2,0.93,1,2,7,-1
COc1ccc(N=CC2=C(O)CC(C)(C)CC2=O)cc1,-12,-1.7,1.1,0,1.1,-3,-3,-13,-4
Cc1c(OCC(=O)NCCCn2ccnc2)ccc2c3c(c(=O)oc12)CCC3,-21,-2.1,1.2,-2,0.98,10,4,2,-3
COc1ccc2cc(CN(Cc3ccco3)C(=S)NCC3CCCO3)c(=O)[nH]c2c1 (stereo not given),4,-1.7,0.96,-1,0.92,-5,0,8,0
CN1CCN(S(=O)(=O)c2cccc(C(=O)Nc3ccccc3N3CCCCC3)c2)CC1,4,-1.1,0.96,-3,0.9,-12,2,10,-1
COc1cccc(CN(CC2CCCO2)S(=O)(=O)c2ccc(-n3cnnn3)c(OC)c2)c1 (stereo not given),7,0.3,0.93,9.3*,0.95,-8,-4,5,10*
O=C(Nc1ccccc1C(=O)O)/C(=C/c1ccc([N+](=O)[O-])cc1)NC(=O)c1ccc(Br)o1,16,-1.7,0.84,-1,1,-4,4,-4,-9

molecule,hIAP block,MPTP inh,hIAP act,beta cell repl,mIAP act,APOBEC3G inh,A3A deaminase,mIAP inh,GRIN3A LBD mod
Cc1cccc(Sc2c(C=O)c3ccccc3n2C)c1,10,-2.3,0.9,-1,0.9,-7,-6,10,-1
COc1ccc(C(=O)OCC(=O)N(C)C2CCS(=O)(=O)C2)cc1S(=O)(=O)N(C)Cc1ccccc1 (stereo not given),11,0.5,0.89,-2,0.98,-3,9,2,2
CN(C)/C=C(\C#N)C(=O)Nc1ccc(F)c(Cl)c1,4,4.6,0.96,-2,0.96,-1,-2,4,0
O=C(COC(=O)C12CC3CC(CC(C3)C1)C2)NC12CC3CC(CC(C3)C1)C2,2,-0.5,0.98,-2,0.99,1,-1,1,1
O=C(CCCC1=NS(=O)(=O)c2ccccc2N1)NCCc1ccc(Cl)cc1,-12,-2.5,1.1,0,1,-9,-8,0,3
COc1ccc(Cl)cc1NS(=O)(=O)c1cccc(C(=O)NCC(c2ccco2)N2CCCC2)c1 (stereo not given),-1,-0.3,1,-2,0.96,-11,-4,4,-2
CCc1ccc(OCC(=O)N2CCN(c3ccccc3F)CC2)cc1,-2,-3.7,1,-1,1,11,4,-2,1
CCOc1ccc(S(=O)(=O)Nc2ccc(C(=O)N3CCCC3)cc2)cc1C(N)=O,2,-1.1,0.98,-3,0.98,0,-2,2,-1
COc1ccc(-c2n[nH]c(=S)n2-c2ccc3c(c2)OCCO3)cc1,-6,0.6,1.1,-2,0.98,34,-2,2,-1
CN1CCN(S(=O)(=O)c2ccc3[nH]cc(C(=O)O)c(=O)c3c2)CC1,5,-0.1,0.95,0,1,-3,3,-1,1
O=C(CSC1CCCCC1)Nc1ccccc1Br,10,-0.8,0.9,0,1,-2,-1,-3,2
CC(=O)Cn1c(CN2CCN(C(=O)c3ccco3)CC2)nc2c1c(=O)n(C)c(=O)n2C,-10,0.4,1.1,-1,0.97,-3,-2,3,0

molecule,hIAP block,MPTP inh,hIAP act,beta cell repl,mIAP act,APOBEC3G inh,A3A deaminase,mIAP inh,GRIN3A LBD mod
COc1ccc(-n2ncc3c2CC(C)(C)CC3NC(=O)CCc2c(C)noc2C)cc1 (stereo not given),-20,-1.7,1.2,-1,0.95,-9,-1,5,-1
Cc1ccc(Cl)cc1NC(=O)CSc1sc2c(O)cc(=O)[nH]c2c1C#N,11,-1.0,0.89,0,0.88,11,21,12,-6
O=C(Cn1cnc2ccccc2c1=O)c1ccc2c(c1)OCCO2,-23,1.3,1.2,-4,0.97,-3,5,3,-2
Cc1nnc2ccc(-c3ccc(NC(=O)c4cccnc4Cl)cc3)nn12,-3,-0.7,1,-3,1.1,4,5,-7,-1
CCOC(=O)c1c(C)c(-c2ccccc2)n(CC(=O)N2CCCC2)c1C,8,-0.2,0.92,3,1.1,-8,-2,-8,0
O=C(COC(=O)c1cc(S(=O)(=O)N2CCCC2)ccc1O)Nc1ccccc1Br,-19,-0.2,1.2,-3,1,4,0,-3,1

# Screening results (PubChem)
